# Source: PubChem
# Tb PFK block: qHTS Assay to Find Inhibitors of T. brucei phosphofructokinase; Potency, µM (series often up to 57.5 µM), inactives show top-dose activity, negative = inhibition, usual class: inhibitors; actives 0.17% (n = 330,000); T. brucei PFK, ADP-Glo luminescence; ATP-dependent 6-phosphofructokinase (Trypanosoma brucei brucei), O15648;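 further: potency means the concentration at half of the fitted maximal effect; 0% = uninhibited 1x PFK enzyme wells and -100% = no-enzyme wells; nearly all actives have a fitted effect of over 60% in size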
#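 Activity is normalized to no-enzyme wells (full inhibition) and 1.25 nM enzyme wells (no inhibition). Reaction: 0.5 mM F6P, 0.1 mM ATP, 45 min RT, ADP-Glo luminescence; concentration-response curves fitted and classed by quality.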
# FLuc modulator: qHTS profiling assay for firefly luciferase inhibitor/activator using purifed enzyme and Km concentrations of substrates (counterscreen for miR-21 project); Potency, µM (series often up to 57.5 µM), without a hit: at the highest dose activity change, negative = inhibition, hits mostly inhibitors; AID 588342, 2011; purified FLuc, Km substrates, luminescence inhibition; actives 6.9% (n = 360,000);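 further: potency means the concentration at half of the fitted maximal effect; plate controls were vehicle for no effect and reference inhibitor for full effect; nearly all actives have a fitted effect of over 55% in size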
#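 Biochemical qHTS of compounds, final roughly 60 µM downward over six points, against 10 nM purified firefly luciferase using Km concentrations of substrates (10 uM D-luciferin, 10 uM ATP) in Tris acetate pH 7.5 buffer; luminescence output.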
# ELG1 repair inh: qHTS screen for small molecules that inhibit ELG1-dependent DNA repair in human embryonic kidney (HEK293T) cells expressing luciferase-tagged ELG1; HEK293T ELG1-luciferase reporter, luminescence, 16 h; DNA damage induced by 5-fluorouridine; Potency, µM (top dose mostly 46.1 µM), inactives show at the highest dose activity change, negative = inhibition, most hits filed as inhibitors; actives 2.3% (n = 330,000); AID 504467, 2011; further: potency means the concentration at half of the fitted maximal effect; on the % scale 0 is the no-effect control and ±100 the full control effect; nearly all actives have a fitted effect of over 55% in size
#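 Quantitative HTS, concentration-response format. 2,000 cells/well co-treated with 5-fluorouridine and compound, 16 hr in 5% CO2 at 37 °C; ONE-Glo luminescence read after 30 min.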
# VP16 counter: VP16 counterscreen qHTS for inhibitors of ROR gamma transcriptional activity; Drosophila S2 Gal4-VP16 UAS-luciferase, luminescence, 20 h; Potency, µM (titrated, usually from 53.6 µM), for the others: at the highest dose activity, negative = inhibition, most hits filed as inhibitors; actives 3.5% (n = 310,000); AID 2546, 2010;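 further: Gal4-VP16 expression switched on by copper sulfate through the metallothionein promoter; potency means the concentration at half of the fitted maximal effect; on the % scale 0 is the no-effect control and ±100 the full control effect; nearly all actives have a fitted effect of over 50% in size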
# Rab9 promoter act: qHTS Assay for Rab9 Promoter Activators | Huh7 Rab9 promoter-luciferase reporter, luminescence, 24 h | Potency, µM (series often up to 9.22 µM), without a hit: top-dose activation, negative = inhibition, hits mostly activators | actives 2.8% (n = 320,000) | AID 485297, 2010; further: potency means the concentration at half of the fitted maximal effect; % of control where 0% means no effect; nearly all actives have a fitted effect of over 60% in size
#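 Luminescence read-out: Huh7 cells stably expressing Rab9-luciferase, treated 24 h with compound at 37 °C, then lysed with luciferase reagent for 10 min at ambient before reading.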
# RORgamma inh: qHTS for inhibitors of ROR gamma transcriptional activity; AID 2551, 2010; Nuclear receptor ROR-gamma (Mus musculus), P51450; Potency, µM (series often up to 53.6 µM), inactives show at the top dose activity change, negative = inhibition, hits mostly inhibitors; actives 5.4% (n = 310,000); Drosophila S2 Gal4-RORgamma UAS-luciferase reporter, 20 h; further: potency means the concentration at half of the fitted maximal effect; on the % scale 0 is the no-effect control and ±100 the full control effect; nearly all actives have a fitted effect of over 60% in size
#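 Luciferase reporter read in Schneider cells carrying Gal4-RORγ (mouse) and UAS-Photinus luciferase; cells given compound 1 h before 700 uM copper sulfate induction, then incubated 20 h at ambient temperature.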
# ELG1 genotox: qHTS screen for small molecules that induce genotoxicity in human embryonic kidney (HEK293T) cells expressing luciferase-tagged ELG1; HEK293T ELG1-luciferase reporter, luminescence, 16 h; actives 1.3% (n = 330,000); Potency, µM (highest dose often 46 µM), for the others: top-dose activity change, positive = activation, hits mostly activators; AID 504466, 2011; further: potency means the concentration at half of the fitted maximal effect; % of control where 0% means no effect; nearly all actives have a fitted effect of over 60% in size
#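 After overnight (16 hr) compound treatment at 37 °C, ELG1-luciferase HEK293T cells were lysed with ONE-Glo; luminescence quantified 30 min later at room temperature.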
# TRPV1 agonist: HTS Assay for Compounds that Act as Agonists of the Vanilloid Receptor 1. Transient receptor potential cation channel subfamily V member 1 (Homo sapiens), Q8NER1. TRPV1-expressing cells, Fluo-8 calcium influx, agonist mode. activation, % at 8.33 µM. actives 0.19% (n = 320,000). AID 540275, 2011; in the data active means activation above about 80%; inconclusive means between about 30% and that limit; further: 0% is about no effect
# Target sequence (Q8NER1 whole entry, looked up): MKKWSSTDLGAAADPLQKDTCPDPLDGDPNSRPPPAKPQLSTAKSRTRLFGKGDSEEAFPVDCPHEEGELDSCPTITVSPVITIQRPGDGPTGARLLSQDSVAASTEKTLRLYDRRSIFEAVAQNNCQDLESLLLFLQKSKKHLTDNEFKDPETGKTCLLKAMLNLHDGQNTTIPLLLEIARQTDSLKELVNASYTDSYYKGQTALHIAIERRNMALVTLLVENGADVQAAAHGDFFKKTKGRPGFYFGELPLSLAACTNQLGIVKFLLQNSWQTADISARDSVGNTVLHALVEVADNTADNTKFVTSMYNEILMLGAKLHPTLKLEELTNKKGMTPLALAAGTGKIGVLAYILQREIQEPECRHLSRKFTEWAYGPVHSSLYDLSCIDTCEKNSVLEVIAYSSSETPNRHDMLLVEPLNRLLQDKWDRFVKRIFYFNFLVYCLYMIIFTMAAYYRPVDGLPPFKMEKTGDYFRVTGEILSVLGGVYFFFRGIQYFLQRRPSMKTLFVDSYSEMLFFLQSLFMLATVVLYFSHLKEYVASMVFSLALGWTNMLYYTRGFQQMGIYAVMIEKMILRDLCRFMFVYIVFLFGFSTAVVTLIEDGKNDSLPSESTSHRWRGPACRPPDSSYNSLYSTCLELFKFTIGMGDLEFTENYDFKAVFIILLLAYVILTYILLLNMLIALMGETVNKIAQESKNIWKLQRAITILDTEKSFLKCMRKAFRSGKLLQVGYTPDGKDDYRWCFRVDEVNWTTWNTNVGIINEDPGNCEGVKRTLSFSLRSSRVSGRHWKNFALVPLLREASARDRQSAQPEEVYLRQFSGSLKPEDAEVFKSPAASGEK
#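 Fluo-8 calcium influx in TRPV1-expressing cells, kinetic read (ex 480/em 520 nm). Compound added and read 3 min for agonist activity, followed by capsaicin at EC20 final and 2 min further read for enhancement.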
# p53 reactivator: qHTS assay for re-activators of p53 using a Luc reporter; H1299 p53-A138V BP100-luciferase reporter, luminescence, 24 h; Potency, µM (highest dose often 92.2 µM), without a hit: top-dose activity change, positive = activation, hits mostly activators; actives 0.063% (n = 320,000); further: potency means the concentration at half of the fitted maximal effect; % of control where 0% means no effect; nearly all actives have a fitted effect of over 45% in size
#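 H1299 (p53-null), stable ts p53-A138V + BP100-Luc; 1000 cells/well, Opti-MEM/10% FBS; cpd 4 pt, 1:5; 24 h, 37 deg C, 5% CO2; detection reagent 10 min RT; luminescence.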
# NPC1 prom act: qHTS Assay for NPC1 Promoter Activators; actives 2.4% (n = 320,000); Potency, µM (highest dose often 9.22 µM), for inactives: at the top dose activation, hits mostly activators; Huh7 NPC1 promoter luciferase reporter, 24 h;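 further: potency means the concentration at half of the fitted maximal effect; % of control where 0% means no effect; nearly all actives have a fitted effect of over 60% in size; reporter is driven by a mutant NPC1 promoter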
#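 In 1536-well qHTS, Huh7 cells harboring an NPC1 promoter–luciferase construct received compound for 24 h; activation was quantified by luminescence following luciferase reagent addition.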
# BRCA1 expr up: qHTS Assay to Identify Small Molecule Activators of BRCA1 Expression; actives 1.1% (n = 380,000); AID 624202, 2012; MCF7-BRCA1-FFLuc reporter, luminescence, 48 h; response scale: scaled: vehicle 0%, 10 µM genistein 100%; Potency, µM (highest dose often 46.1 µM), for the others: at the highest dose activation, hits mostly activators; further: potency means the concentration at half of the fitted maximal effect; nearly all actives have a fitted effect of over 80% in size; some results filed as inactive show a strong effect at the top dose
#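 MCF7-BRCA1-FFLuc cells, 2000/well in phenol-red-free MEM, attached 2 h then treated 48 h at 37 C. Luciferase luminescence read 15 min after reagent; normalized to genistein maximum activation (10microM) and DMSO, concentration-response fitted.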
# * hit, by the source's call; ? = inconclusive; . = not tested or not shown; [ ] = another dose, or the depositor's remark. Unless noted, the call rests on the fitted dose curve; in most records, active means well fitted curve in the direction sought with a large enough effect; inconclusive means small, poorly fitted or top-dose-only effect, or another doubt; inactive means no such curve, though single readings can be large; an effect the other way counts as inactive or inconclusive.
SMILES,Tb PFK block,FLuc modulator,ELG1 repair inh,VP16 counter,Rab9 promoter act,RORgamma inh,ELG1 genotox,TRPV1 agonist,p53 reactivator,NPC1 prom act,BRCA1 expr up
O=C(c1ccccc1)c1c2c(cc3sc4ccccc4[n+]13)-c1cccc3cccc-2c13,6.4%,-27.4%,18.4µM*,10µM*,-2.9%,?,-10.3%,?,14.1%,10.3%,-74.1%
Cn1c(=O)c2c(nc(CN3CCN(C(=O)c4ccco4)CC3)n2CCCO)n(C)c1=O,-2.6%,0.7%,17.8%,-1.7%,-1.1%,-11.6%,4.9%,1.5,14.1%,-3.4%,-22.3%
CCN(C(=O)C(C)OC(=O)C1C(C(=O)OC)=C(C)NC(C)=C1C(=O)OC)c1ccccc1 (configuration not stated),-2.4%,12.9%,13.1%,-7.6%,-1.3%,18.3%,0.0%,-1.8,-0.2%,-1.6%,-0.7%
N/C(Cn1cncn1)=N\NC(=O)C(=O)Nc1ccc(Cl)cc1Cl,2.3%,?,?,?,15.6%,10µM*,10.1%,-0.2,-3.3%,4.0%,37.2%
CC(=O)O[C@@H]1C[C@H]2C(C)=C[C@H]3OC(=O)[C@@H](C)[C@H]3C[C@H]2[C@]1(C)O,-0.1%,-2.2%,-0.7%,0.3%,-7.9%,9.4%,0.8%,2.5,8.1%,-2.2%,1.3%
CN(C)c1ccc(C=C2C(=O)OC(C)(C(C)(C)C)OC2=O)cc1 (configuration not stated),0.5%,9.53µM*,4.0%,-4.0%,6.7%,-13.3%,-0.1%,-0.8,-12.8%,-0.7%,5.3%
CC1=C(C(=O)N2CCCCCC2)C2(CCC(C)CC2)OC1=O (configuration not stated),1.5%,4.8%,4.9%,-4.8%,-3.3%,-3.0%,-1.0%,-2.9,-3.3%,-0.8%,-3.8%[1.84 µM]
CC(C)c1ccc(OC(=O)c2ccc3c(=O)n4c(nc3c2)CCC4)cc1,-1.9%,12µM*,17.6%,.,2.7%,.,?,-1.0,1.2%,0.0%,-1.1%
O=C1OCC2=C1C(c1ccccc1)CC(=O)N2c1ccccc1 (configuration not stated),1.7%,-1.6%,9.9%,-3.0%,0.8%,-8.1%,5.3%,7.4,-2.7%,-6.2%,-2.7%
CSCCC(NC(=O)COc1ccccc1)C(=O)Nc1ccc(C)cc1 (configuration not stated),0.6%,1.2%,?,-14.0%,-0.2%,30.2%,-2.3%,22.2,1.0%,1.1%,-15.4%
O=C(c1ccco1)N1CCN(C(=O)C2Cc3ccccc3CN2S(=O)(=O)c2ccc(F)cc2)CC1 (configuration not stated),2.0%,0.4%,-5.9%,-1.1%,-6.7%,13.5%,-2.1%,0.4,-0.2%,-1.0%,0.8%
COc1ccc(Cl)cc1N(CC(=O)NC(C(C)C)C(C)C)S(C)(=O)=O,1.5%,-1.9%,-2.1%,-8.8%,-1.6%,29.2%,-7.0%,-7.6,-6.4%,-0.1%,-3.2%
CC(C)(C)c1ccccc1OCCN1CCCC1,-3.7%,1.8%,0.2%,-0.5%,-6.8%,-10.3%,-8.0%,3.9,-3.3%,-9.8%,-0.2%
COc1ccc(-n2nnc3c(=O)n(CC(=O)N4CCCCC4)cnc32)cc1,0.4%,-2.6%,3.7%,-11.8%,-6.0%,4.1%,-5.3%,0.0,13.2%,-1.5%,-2.3%
CCn1ccnc1C(O)c1ccc(N(C)C)cc1 (configuration not stated),-5.1%,0.2%,21.4%,14.0%,-1.1%,1.0%,12.0%,3.2,5.3%,0.7%,15.7%
CC(C)[C@@H]1NC(=O)c2cc([N+](=O)[O-])cc(I)c2OCC[C@@H](C(N)=O)NC(=O)[C@H](CCC(=O)O)NC1=O,-3.9%,6.1%,4.8%,-10.1%,1.3%,-4.8%,-3.3%,-2.8,11.0%,-3.0%,0.0%
Cc1ccc(S(=O)(=O)Nc2ccccc2CNc2c(C)n(C)n(-c3ccccc3)c2=O)cc1,-3.6%,-16.6%,?,-2.7%,-6.7%,-15.3%[10 µM],-3.0%,10.3,-0.9%,-0.7%,-4.6%
COc1ccc(Cc2nnc(NC(=O)c3ccccc3)s2)cc1OC,13.2%,1.1%,?,16.7%,4.4%,2.1%,-0.9%,0.9,12.6%,-2.1%,-5.8%
O=C(Nc1ccccc1C(=O)N1CCCCCC1)c1ccc(F)cc1,2.0%,3.8%,-0.8%,5.7%,5.2%,8.7%,-2.3%,3.0,-0.4%,-5.7%,-31.5%
COc1ccc(CCNC(=O)c2cc(C(=O)c3cc(C)ccc3O)cn(CCc3ccc(OC)cc3)c2=O)cc1,-0.5%,2.5%,13µM*,-21.4%,-1.4%,34.1%,-6.6%,-2.1,5.0%,-3.9%,-29.3%
COc1ccc(-c2nc(CS(=O)CC(=O)NC3CCCc4ccccc43)c(C)o2)cc1OC (configuration not stated),0.7%,4.9%,?,8.7%,-3.6%,-20.8%,4.7%,2.4,-4.1%,2.0%,-11.2%
COc1ccc(NC(=O)/C=C/c2ccccc2)cn1,1.9%,8.49µM*,?,?,2.51µM*,?,?,?,?,3.55µM*,8.91µM*
COc1cc(NC(=O)CSc2nc(C)c(C)c(C)n2)cc(OC)c1,-0.2%,-1.7%,-16.1%,-10.7%,-1.8%,7.0%,-1.5%,0.6,-2.3%,-5.1%,2.6%
Cc1ccc(C(=O)NCC(=O)OC(C)C(=O)Nc2ccc(N(C)C)cc2)s1 (configuration not stated),5.0%,-7.9%,?,0.0%,12.4%,0.1%,3.7%,1.6,1.0%,6.5%,51.4%
CC1CCN(S(=O)(=O)c2ccc3c(ccn3CCC(=O)NC(C)C)c2)CC1,3.4%,0.9%,1.0%,4.7%,0.6%,-5.1%,-1.6%,-5.0,-1.8%,3.1%,-0.9%
CCCCCOc1ccccc1C(=O)NCC(=O)O,-2.3%,3.8%,-0.7%,-5.9%,0.2%,-9.2%,0.1%,2.6,2.8%,0.5%,-5.6%
COc1ccc(S(=O)(=O)N2CCOC23CCN(S(=O)(=O)c2ccccc2)CC3)cc1,-3.1%,6.5%,11.6%,.,-2.5%,.,-2.5%,3.0,3.2%,0.5%,-16.7%
O=C(NCC(F)(F)F)Nc1ncccn1,0.4%,0.6%,9.9%,-0.5%,4.7%,-9.1%,2.6%,-0.9,-0.4%,-2.6%,-11.4%
O=C(CCCSc1ccc(Cl)cc1)Nc1cc(S(=O)(=O)N2CCOCC2)ccc1O,?,?,-27.2%,.,2.6%,.,-2.4%,?,-3.0%,-0.8%,0.0%
O=C(Nc1cccnc1)c1ccc2nc(-c3ccccc3)c(-c3ccccc3)nc2c1,?,3.1%,23.1µM*,-0.9%,-14.0%,-14.8%,-17.9%,29.6,-5.8%,-5.9%,-10.4%
CCS(=O)(=O)c1ccc(O)c(NC(=O)Nc2cccc3ccccc23)c1,-4.3%,-16.9%,2.0%,0.3%,1.5%,-23.6%,-1.1%,1.8,-0.8%,-6.2%,-5.7%
NS(=O)(=O)c1ccc(-c2ccc(C=O)o2)cc1,1.1%,-3.1%,-2.6%,-0.9%,-3.2%,9.3%,0.9%,2.3,1.5%,-1.9%,-13.9%
O=C(OC1CCOC1=O)c1cc(Cl)ccc1[N+](=O)[O-] (configuration not stated),-1.6%,0.9%,?,-7.1%,0.8%,-15.3%,3.9%,0.3,2.4%,0.8%,2.9%
O=C(c1oc(=O)c2ccccc2c1-c1ccccc1)N1CCN(C2CCCCC2)CC1,-5.2%,2.6%,-16.1%,9.1%,-3.8%,-32.9%,-5.3%,.,0.1%,2.1%,-2.5%

# Among those listed so far, these contain a tert-butyl group:
SMILES,Tb PFK block,FLuc modulator,ELG1 repair inh,VP16 counter,Rab9 promoter act,RORgamma inh,ELG1 genotox,TRPV1 agonist,p53 reactivator,NPC1 prom act,BRCA1 expr up
CN(C)c1ccc(C=C2C(=O)OC(C)(C(C)(C)C)OC2=O)cc1 (configuration not stated),0.5%,9.53µM*,4.0%,-4.0%,6.7%,-13.3%,-0.1%,-0.8,-12.8%,-0.7%,5.3%
CC(C)(C)c1ccccc1OCCN1CCCC1,-3.7%,1.8%,0.2%,-0.5%,-6.8%,-10.3%,-8.0%,3.9,-3.3%,-9.8%,-0.2%
